Screens: PubChem BioAssay, several laboratories
Granule exo inh – lytic granule exocytosis inhibition; TALL-104 LAMP-1 surface exposure, flow cytometry; cells stimulated with thapsigargin and PMA; inhibition, % at 10 µM; actives 0.66% (n = 360,000);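 active means inhibition above about 55%, limit read from the data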
HIF-2a inh – HIF-2a inhibition; AID 624352; 786-0 RCC cells HIF-2a reporter, luciferase luminescence, overnight; inhibition, % at 18.8 µM; actives 0.72% (n = 360,000);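 active means inhibition of the luminescence signal of 40% or more relative to plate controls, in a single-dose primary screen at 18.75 µM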
PDI inh – blocks human protein disulfide isomerase activity. P07237. PDI insulin aggregation turbidity, A650, 90 min. inhibition, % at 10 µM. actives 0.052% (n = 350,000). AID 588391;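 active means mean inhibition across replicates of 30% or more, whatever share of single replicates reach that level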;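 further: absorbance from insulin aggregation driven by PDI reduction with DTT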
Target sequence (P07237 whole entry, looked up): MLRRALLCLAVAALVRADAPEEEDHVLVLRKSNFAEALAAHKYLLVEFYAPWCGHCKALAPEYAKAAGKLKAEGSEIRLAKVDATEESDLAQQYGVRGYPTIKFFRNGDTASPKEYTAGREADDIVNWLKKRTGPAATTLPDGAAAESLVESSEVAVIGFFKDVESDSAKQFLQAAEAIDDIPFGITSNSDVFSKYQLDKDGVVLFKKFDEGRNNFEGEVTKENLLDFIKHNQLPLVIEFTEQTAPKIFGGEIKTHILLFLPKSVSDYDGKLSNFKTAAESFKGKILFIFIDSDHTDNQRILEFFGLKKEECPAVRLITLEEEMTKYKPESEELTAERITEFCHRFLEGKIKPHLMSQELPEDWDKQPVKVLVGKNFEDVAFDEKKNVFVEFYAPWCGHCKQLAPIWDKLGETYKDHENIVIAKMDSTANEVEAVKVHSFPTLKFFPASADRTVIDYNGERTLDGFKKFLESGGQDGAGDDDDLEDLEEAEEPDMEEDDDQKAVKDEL
NR2E3 ag-1 – activates human NR2E3 receptor; inhibition of corepressor binding, % at 3.98 µM; AID 602229; CHO-S Gal4-NCOR/VP16-NR2E3 two-hybrid, luciferase; Q9Y5X4; actives 0.35% (n = 360,000);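 active means inhibition above the mean of all tested compounds plus 3 SD, cut at about 70% in these data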;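 further: 0% = DMSO with NR2E3 transfected cells and 100% = cells lacking NR2E3 construct; higher means lower luciferase signal from less NR2E3 corepressor binding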
Target sequence (Q9Y5X4 whole entry, looked up, the tested form may be a part): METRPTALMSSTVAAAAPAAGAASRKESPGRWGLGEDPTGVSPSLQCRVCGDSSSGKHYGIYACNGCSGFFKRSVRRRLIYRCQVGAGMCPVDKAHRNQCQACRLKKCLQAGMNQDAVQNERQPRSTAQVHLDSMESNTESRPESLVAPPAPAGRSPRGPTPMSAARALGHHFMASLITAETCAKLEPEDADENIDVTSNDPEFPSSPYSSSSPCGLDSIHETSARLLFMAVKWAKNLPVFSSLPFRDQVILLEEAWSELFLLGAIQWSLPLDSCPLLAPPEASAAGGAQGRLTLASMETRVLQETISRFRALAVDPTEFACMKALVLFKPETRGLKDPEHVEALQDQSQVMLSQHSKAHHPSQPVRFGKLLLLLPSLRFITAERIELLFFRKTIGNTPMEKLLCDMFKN
aDG glyco act – increases alpha dystroglycan glycosylation | Pro5-aDG cells, alpha-DG glycosylation AlphaScreen (IIH6); 0% Pro5, 100% B10-LARGE cell signal | actives 0.22% (n = 360,000) | activation, % at 10 µM;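 active means activation of at least 8% versus controls, or a plate z-score of at least 8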;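 further: Pro5 are CHO cells carrying HIG-tagged alpha-DG that lacks glycosylation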
TRPM1 prom inh – MITF TRPM1 promoter inhibition in SK-MEL-5 cells. actives 0.83% (n = 330,000). inhibition, % at 12.5 µM. SK-MEL-5 TRPM1 promoter luciferase, 24 h;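 active means mean inhibition across replicates of 60% or more, whatever share of single replicates reaches that level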; further: values of inactives mirror those of a sister screen read the other way
Vif inh – inhibitors of HIV Vif | HEK293T cells, Vif self-association by quenched fluorescence, imaging, 24 h | inhibition, % at 7.49 µM | actives 0.35% (n = 340,000) | AID 602346; in the data active means inhibition above about 50%, passing the limit was not always enough; further: some results filed as inactive read as strong as hits
CaV13 ICDI inh – Primary screen for inhibitors of IQ motif and Ca2+-dependent inactivation inhibitor domain binding in CACNA1D, Förster resonance energy transfer in living cells, …. HEK cells, CFP/YFP FRET ICDI-IQ, plate reader, 10 min; percent FRET-ratio fall versus neutral wells. inhibition, % at 12.3 µM. actives 0.098% (n = 340,000). AID 743397;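 active means mean replicate inhibition of at least 30% and at least 1% of replicates passing that level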;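 further: 0% = median of the neutral control wells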
Peg3 prom inh – Peg3 promoter activity inhibition | HeLa PEG-Prom luciferase reporter, luminescence, overnight | inhibition, % at 20 µM | actives 1.7% (n = 360,000);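 active means inhibition of at least 50% at 20 µM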
hiPSC survival – enhancers of human iPSC single-cell survival. hiPSC single-cell survival, ATPlite luminescence; 100% = ROCK inhibitor wells, 0% = DMSO. survival enhancement, % at 20 µM. actives 0.044% (n = 360,000); in the data active means survival enhancement above about 18%;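 further: cells exposed to compounds for 16 hours before the ATP read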
NR2E3 ag-2 – NR2E3 (human) agonism; Q9Y5X4; GST-NR2E3/biotin-RetCOR TR-FRET, 1536-well; inhibition of corepressor binding, % at 4.78 µM; actives 0.12% (n = 320,000); AID 2300;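 active means percent inhibition above the cutoff of mean plus 3 SD of all tested compounds, set per screening campaign, cut at about 20% in these data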;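 further: 0% = DMSO wells and 100% = biotin wells as full block of FRET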
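System: GST-tagged NR2E3 plus biotinylated RetCOR corepressor; Amount: 1.35 nM GST-tagged NR2E3 final; Dosing: single nominal compound dose of 4.8 µM; Schedule: 5 h incubation at 4 °C; Technique: TR-FRET with europium anti-GST and streptavidin-D2, 340 nm excitation; Controls: biotin wells as high control, 0.6% DMSO wells as low control.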
Numbers without * were called inactive; . = not tested or not shown.

SMILES | Granule exo inh | HIF-2a inh | PDI inh | NR2E3 ag-1 | aDG glyco act | TRPM1 prom inh | Vif inh | CaV13 ICDI inh | Peg3 prom inh | hiPSC survival | NR2E3 ag-2
Cc1nnsc1S(=O)c1ccc(Cl)c(Cl)c1 (configuration not stated) | 4 | 31 | -3 | -5 | 0.2 | 5 | 0 | -20 | 18 | 0.1 | -2
CC(=O)Nc1ccc(N=C(C2=C(O)c3ccccc3C2=O)c2ccccc2)cc1 | 2 | -162 | 7 | -49 | -0.2 | 4 | 0 | -6 | -95 | 2.8 | 2
CCN(CC)C(=O)COc1ccc(S(=O)(=O)N2CCOCC2)cc1 | 1 | 21 | -6 | 18 | -0.1 | 3 | 11 | -4 | 6 | 5.2 | 2
Cc1ccc(NC(=O)CN2CCC(NC(=O)C3CCCCC3)CC2)c(Br)c1 | 4 | 23 | -55 | 1 | 0.0 | -7 | -1 | -3 | 18 | 0.7 | 0
Cc1cc(C(=O)N(C)Cc2ccc(Br)cc2)no1 | -2 | 2 | 2 | 9 | -0.2 | -5 | 8 | -4 | 11 | 3.8 | 3
NC(=O)CSc1ncc(-c2ccc([N+](=O)[O-])cc2)[nH]1 | -2 | -51 | 1 | -23 | -0.3 | -23 | -14 | -6 | -16 | 0.1 | 2
CNC(=O)/C(C#N)=C/c1ccc(OCCOc2ccccc2)cc1 | -8 | -129 | 4 | 6 | 0.1 | -20 | 36 | -1 | -124 | -0.4 | .
O=C1C=CC2C3C(=O)N(c4ccccc4)C(=O)C3C1N2Cc1ccccc1 (configuration not stated) | 37 | 86* | 12 | 14 | -0.5 | 96* | 5 | -6 | 102* | -4.1 | .
COc1ccc(-c2cc(C(=O)NCC3CCCO3)c3ccccc3n2)c(OC)c1 (configuration not stated) | 22 | 5 | 1 | 5 | -0.1 | 13 | -1 | -7 | 21 | -0.2 | 0
COc1ccc2[nH]c3c(c2c1)CCN1C(=O)C(CC(=O)NCc2ccc(OC)c(OC)c2)C[C@H](C(=O)N2CCOCC2)[C@@]31CCC1CCCC1 (some centres not stated) | -2 | 8 | 5 | -21 | -0.2 | 12 | -6 | -5 | 8 | -3.5 | .
NC1(C(=O)O)CC1 | -2 | -4 | 13 | -15 | 0.0 | 8 | -2 | -5 | -14 | 1.8 | 1
NNC(=O)c1cnn(-c2ccccc2)c1-n1cccc1 | -1 | 17 | 2 | -12 | -0.2 | -4 | 4 | -4 | 2 | -0.1 | -3
COc1ccc(CCNC(=O)C2CC(c3cccc(F)c3)=NO2)cc1 (configuration not stated) | 2 | -5 | 2 | -17 | -0.1 | -1 | 0 | -11 | -14 | -1.4 | 1
COC(=O)c1sccc1NC(=O)CSc1ccccc1NS(=O)(=O)c1ccccc1Cl | -1 | 14 | -1 | 27 | 0.2 | 13 | 1 | -8 | 29 | -0.5 | 1
Cn1cnnc1SCc1ccc(C(=O)NN)cc1 | -4 | 15 | -6 | -11 | -0.1 | 8 | 13 | -4 | 11 | -0.3 | -3
O=C(COc1cccc(NC(=O)c2ccco2)c1)c1ccc(F)cc1 | -2 | -23 | 0 | -43 | 0.2 | -1 | -5 | . | -16 | -1.6 | 0
COc1ccc(CCN2C(=O)CC(C(N)=O)SC2=Nc2ccccc2)cc1 (configuration not stated) | -8 | 6 | 2 | -9 | 0.0 | 7 | 0 | -5 | -11 | 1.0 | 0
COC(=O)c1cc(C(=O)OCC(=O)N2c3ccccc3NC(=O)C2(C)C)cc([N+](=O)[O-])c1 | 1 | 8 | -24 | 9 | 1.1 | -4 | 1 | . | 1 | -1.9 | -1
COCCCNc1oc(-c2ccccc2OC)nc1C#N | 0 | 4 | -4 | -3 | 2.6 | 5 | 5 | -9 | 32 | -0.8 | 1
O=C(NNC(=S)NC(=O)c1ccc(F)cc1)c1ccncc1 | -5 | -2 | 12 | -5 | -0.2 | 1 | -4 | -10 | -6 | -0.5 | .

Brought forward from above: 3 entries, followed by the next part.
SMILES | Granule exo inh | HIF-2a inh | PDI inh | NR2E3 ag-1 | aDG glyco act | TRPM1 prom inh | Vif inh | CaV13 ICDI inh | Peg3 prom inh | hiPSC survival | NR2E3 ag-2
COC(=O)c1cc(C(=O)OCC(=O)N2c3ccccc3NC(=O)C2(C)C)cc([N+](=O)[O-])c1 | 1 | 8 | -24 | 9 | 1.1 | -4 | 1 | . | 1 | -1.9 | -1
COCCCNc1oc(-c2ccccc2OC)nc1C#N | 0 | 4 | -4 | -3 | 2.6 | 5 | 5 | -9 | 32 | -0.8 | 1
O=C(NNC(=S)NC(=O)c1ccc(F)cc1)c1ccncc1 | -5 | -2 | 12 | -5 | -0.2 | 1 | -4 | -10 | -6 | -0.5 | .
COCCn1c(SCC(=O)NCc2ccco2)nnc1C(C)C | -6 | -6 | 9 | -3 | 0.0 | 3 | 31 | -4 | 1 | -0.7 | 2
COc1ccccc1NC(=O)c1ccc(N2CC3CC(C2)c2cccc(=O)n2C3)c(NC(=O)c2cccnc2)c1 (configuration not stated) | -2 | 11 | -1 | 13 | 3.1 | 5 | 0 | -5 | -4 | -0.2 | 1
COCCCn1c(=O)c2ccccc2n(CC(=O)NC2CCCC2)c1=O | -18 | 14 | 12 | -16 | 0.1 | 2 | 7 | -3 | 10 | -0.2 | -2
COc1ccc(Cl)c(Cn2c(NCc3ccccn3)nc3c2c(=O)n(C)c(=O)n3C)c1 | 13 | 26 | 1 | -4 | -0.1 | 0 | 16 | -5 | 8 | -0.7 | 0
Cc1ccc(C(=O)COC(=O)CNC(=O)CN2C(=O)c3ccccc3C2=O)cc1 | 2 | 16 | 5 | -30 | -0.1 | 0 | 1 | -5 | -2 | 0.0 | 3
Nc1c(-c2n[nH]c(=S)n2-c2ccc(Cl)cc2Cl)cnn1-c1ccccc1 | 2 | 20 | 2 | 9 | 0.1 | -16 | -22 | -2 | 11 | 1.0 | -4
COc1ccc(CN(C)C(=O)COc2cccc(-n3cnnn3)c2)cc1OC | -9 | 13 | -1 | 4 | 0.6 | . | 0 | -5 | 2 | 2.8 | .
C=CCn1c(SCC(=O)c2ccc(CNC(C)=O)o2)nc2ccccc2c1=O | -2 | 18 | -1 | -54 | 0.1 | 7 | -5 | . | 4 | 3.1 | -2
Cc1onc(-c2ccc(Cl)cc2)c1-c1ccnc(SCC(=O)Nc2cc(Cl)cc(Cl)c2)n1 | 6 | 28 | 0 | -14 | 0.4 | 3 | -7 | -20 | 38 | 0.2 | 0
Cc1cccc(C(=O)OC2CCCN(C)C2)c1C (configuration not stated) | -7 | -5 | -1 | 9 | 0.0 | -1 | -4 | -3 | -5 | -0.9 | 4
Cc1cccc(C(=O)N2CCC(=O)N(C(COCc3cccc(Cl)c3)Cc3ccccc3)CC2)c1 (configuration not stated) | 6 | 8 | -1 | 25 | 0.7 | 5 | -1 | -10 | 12 | 1.8 | 5
CCC(Sc1nc2c(cnn2-c2ccccc2)c(=O)[nH]1)C(=O)OC (configuration not stated) | 0 | 9 | . | -7 | -0.3 | . | -3 | -5 | 11 | 5.3 | -4
O=C(COC(=O)c1ccccc1Nc1ccccc1)NCc1ccco1 | 1 | -6 | 15 | 16 | 0.2 | 3 | 8 | -4 | 16 | -1.6 | 0
O=C(c1cccc(Cl)c1)N1CCN(c2ccccn2)CC1 | 4 | -3 | -7 | 18 | 0.6 | -5 | 5 | 1 | 4 | 3.1 | 4
O=C(CSc1n[nH]c(-c2cccs2)n1)N1CCN(S(=O)(=O)c2ccc3ccccc3c2)CC1 | 5 | -8 | 4 | 39 | -0.1 | 7 | -11 | -6 | 2 | 6.4 | 0
CCOc1ccccc1CN1CCNC(=O)C1CC(=O)N(C)Cc1nonc1C (configuration not stated) | -4 | 16 | 1 | 3 | 0.0 | 2 | -9 | -9 | 23 | 1.0 | .
NC(=O)C1CCN(C(=O)C2CC(=O)N(Cc3ccccc3)C2)CC1 (configuration not stated) | -2 | 6 | 6 | -26 | -0.2 | -2 | 0 | -2 | -1 | -0.7 | 0
CCOc1ccccc1C(=O)Oc1cc(C)[nH]c(=O)c1[N+](=O)[O-] | 6 | 6 | 3 | -4 | 0.0 | -5 | -3 | -6 | 14 | 0.3 | -1
O=C1N=C(N2CCCCC2)SC1=C1CCCCC1 | -1 | -236 | 0 | -66 | 1.5 | -48 | 0 | -5 | -187 | -2.8 | -1
C=CCn1c(SCC(=O)NCCOC)nc2scc(-c3ccco3)c2c1=O | -2 | -1 | -6 | -33 | 0.0 | 15 | 18 | -4 | 16 | -1.8 | -1
Cc1[nH]c2ccc(C(=O)N3CCCC3)cc2c1C | 2 | -36 | -4 | -11 | -0.1 | -6 | 5 | -8 | -14 | -0.3 | 0
CCc1ccccc1NS(=O)(=O)c1ccc2[nH]cc(C(=O)NCc3ccco3)c(=O)c2c1 | 10 | 8 | -14 | -10 | 0.1 | 6 | . | -5 | -4 | 1.4 | 2
CCOC(=O)Cn1ccc(NC(=O)COc2ccc(F)cc2F)n1 | -3 | 6 | -2 | -1 | 0.2 | -6 | -4 | -4 | -9 | -0.4 | -4
Cc1ccc(-c2csc(/C(C#N)=C(\O)CN3CCN(C(=O)c4ccco4)CC3)n2)cc1 | -4 | 0 | 5 | 6 | -0.1 | 6 | 14 | . | 2 | 7.0 | 1
CCOC(=O)c1c(NC(=O)COc2cccc3c2CCN(CC)C3=O)sc2c1CCC2 | 2 | 7 | 0 | 33 | 1.5 | -3 | -4 | -5 | 20 | -0.9 | -1
O=C(CN1CCN(S(=O)(=O)c2ccc(Br)cc2)CC1)Nc1ccc2c(c1)OCO2 | 0 | 17 | 15 | -11 | 0.5 | 10 | 3 | -5 | 5 | -0.1 | 1
O=C(Nc1cccc([N+](=O)[O-])c1)c1ccc2snnc2c1 | -5 | -6 | 0 | -17 | 0.2 | -4 | 5 | -5 | 4 | -0.3 | -2
CCC(C)Nc1nc(-c2cccc(OC)c2O)nc2ccccc12 (configuration not stated) | 76* | -27 | -21 | -15 | -0.4 | 3 | . | -2 | 54* | 2.1 | 0
Cc1noc(C)c1NC(=O)N(C)C[C@@H]1Oc2ccc(NS(=O)(=O)c3c(C)noc3C)cc2C(=O)N([C@H](C)CO)C[C@H]1C | -3 | 12 | 2 | 32 | 0.2 | 5 | -6 | -2 | -1 | 7.8 | .
COc1ccc(C(=O)Nc2ccccc2N2CCOCC2)cc1Br | -2 | -23 | -4 | 5 | 0.3 | 4 | -9 | . | -3 | 5.5 | 2
O=C(CSc1nnc(-c2ccncc2)o1)NC1CCCCC1 | -1 | 11 | 3 | 8 | 0.0 | 10 | 0 | 1 | 9 | 0.8 | 2
CC(C)(C)n1ncc2c(=O)n(Cc3cc(F)c(Cl)cc3Cl)cnc21 | 1 | -37 | -3 | 4 | 1.6 | -9 | . | -4 | -18 | -2.6 | .
Cc1nc2sc3c(c2c(=O)n1NC(=O)CCBr)CCCC3 | -2 | 20 | -10 | -8 | -0.6 | 15 | 6 | 9 | 12 | 0.8 | 1
Cc1ccsc1C(=O)NC1CCCCC1C (configuration not stated) | 1 | -24 | -1 | 17 | 0.0 | -7 | -1 | -3 | -19 | -0.4 | 0
